# CHRM4 antagonist – human M4 muscarinic receptor antagonists, primary screen, CHO cells, Fluo-8 calcium fluorescence; Muscarinic acetylcholine receptor M4 (Homo sapiens), P08173; CHO-hM4 cells, ACh EC80; AID 624125, 2012; 0.73% of 360,000 active; inhibition, % at 3 µM;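 active = inhibition above its plate's cutoff, the mean inhibition of sample wells plus 3 SD, cut at about 27% in these data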;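 also: 0% = acetylcholine EC80 with DMSO and 100% = DMSO without agonist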
# Target sequence (P08173 whole entry, looked up): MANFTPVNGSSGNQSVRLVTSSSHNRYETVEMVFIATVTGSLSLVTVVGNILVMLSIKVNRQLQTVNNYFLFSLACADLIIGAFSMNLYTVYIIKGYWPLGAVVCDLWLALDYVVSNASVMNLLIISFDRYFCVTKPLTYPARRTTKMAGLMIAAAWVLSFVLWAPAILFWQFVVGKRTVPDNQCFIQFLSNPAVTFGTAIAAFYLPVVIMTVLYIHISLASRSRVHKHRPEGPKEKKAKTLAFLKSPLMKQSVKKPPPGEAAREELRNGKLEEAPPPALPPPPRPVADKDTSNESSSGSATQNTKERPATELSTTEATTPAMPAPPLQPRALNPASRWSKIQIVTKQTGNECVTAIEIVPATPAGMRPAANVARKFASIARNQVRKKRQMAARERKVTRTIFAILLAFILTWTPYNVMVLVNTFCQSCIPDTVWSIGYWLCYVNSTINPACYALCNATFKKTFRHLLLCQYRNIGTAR
# M1 antag – human M1 muscarinic receptor antagonists, primary screen, CHO-K1 cells, Fluo-8 calcium fluorescence, 1536-well; Muscarinic acetylcholine receptor M1 (Homo sapiens), P11229; CHO-K1 hM1, ACh EC80 antagonist; inhibition, % at 3 µM; 1.3% of 360,000 active;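 active = percent inhibition above its own plate's cutoff, namely the mean of that plate's compound wells plus 3 SD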;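 also: peak over basal fluorescence ratio during 140 s after agonist addition; 0% = ACh EC80 plus DMSO and 100% = DMSO alone without agonist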
# M4 ag – human M4 muscarinic receptor agonists, primary screen, CHO-K1 cells, Fluo-8 calcium fluorescence | AID 624127, 2012 | Muscarinic acetylcholine receptor M4 (Homo sapiens), P08173 | CHO-K1 hM4/Gqi5; vehicle 0%, full acetylcholine response 100% | activation, % at 3 µM | 0.14% of 360,000 active;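 active = activation above the run mean over all test wells plus 3 SD, cut at about 32% in these data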;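 also: peak over basal fluorescence ratio per well then scaled between controls; 0% = DMSO wells and 100% = acetylcholine at EC100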
# OXTR potentiate – human OXTR potentiators, primary screen, fluorescence, CHO-OTR cells, Fluo-8 calcium | Oxytocin receptor (Homo sapiens), P30559 | AID 2445, 2010 | activation, % at 3 µM | 0.061% of 320,000 active | Fluo-8 calcium fluorescence, potentiator mode; 0% = oxytocin EC15, 100% = EC100;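 active = activation above that plate's cutoff, the mean activation of tested compounds plus 3 SD, cut at about 6.6% in these data, passing the limit was not always enough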;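 also: 100% uses oxytocin at 75 nM as the full agonist control; some results filed as inactive read as strong as hits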
# Target sequence (P30559 whole entry, looked up): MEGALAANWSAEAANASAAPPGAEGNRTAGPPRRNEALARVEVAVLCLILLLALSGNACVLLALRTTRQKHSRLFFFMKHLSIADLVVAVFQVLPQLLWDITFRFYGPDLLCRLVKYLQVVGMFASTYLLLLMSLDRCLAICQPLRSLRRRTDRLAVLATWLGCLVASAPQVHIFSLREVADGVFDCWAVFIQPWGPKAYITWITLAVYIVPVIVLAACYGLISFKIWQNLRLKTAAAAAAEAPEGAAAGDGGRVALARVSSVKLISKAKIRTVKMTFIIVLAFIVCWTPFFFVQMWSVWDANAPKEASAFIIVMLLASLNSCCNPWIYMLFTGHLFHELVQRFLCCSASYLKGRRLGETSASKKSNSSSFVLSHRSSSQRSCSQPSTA
#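 Assay system: CHO-OTR cells, human receptor / Also added: oxytocin at about EC15, sub-maximal agonist stimulus / Dosing: single dose, 3.0 µM nominal final compound concentration / Incubation: 6 min pre-incubation, 100 s read / Technique: Fluo-8 calcium dye fluorescence / Read-out: % activation vs EC15 and EC100 oxytocin / Benchmarks: EC15 oxytocin low, 75 nM oxytocin high / Replicates: singlicate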
# CHO-K1 Ca antag – M1 antagonist counterscreen hit in parental CHO-K1 cells | ATP-induced calcium, Fluo-8 fluorescence | inhibition, % at 3 µM | 0.6% of 360,000 active;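 active = inhibition above a per-plate cutoff, the plate's mean sample inhibition plus 3 SD, cut at about 24% in these data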;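 also: 0% = DMSO plus EC80 ATP and 100% = DMSO alone without ATP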
# M1 ag – human M1 muscarinic receptor agonists, primary screen, Fluo-8 calcium fluorescence, CHO-K1 cells, HTS; Muscarinic acetylcholine receptor M1 (Homo sapiens), P11229; CHO-K1 hM1, agonist mode; 0% DMSO, 100% acetylcholine EC100; activation, % at 3 µM; 0.33% of 360,000 active;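 active = activation above the run's mean compound activation plus 3 SD, cut at about 16% in these data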;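 also: peak over basal fluorescence ratio within a 140 s kinetic read after compound addition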
# CHO parental Ca – ATP-evoked calcium signal inhibitors, parental CHO, primary screen, counter-screen for OX1R antagonist project, cell-based, fluorescence, Fluo-8 calcium dye; parental CHO-K1, ATP-induced calcium, Fluo-8 fluorescence; inhibition, % at 5.6 µM; 0.63% of 330,000 active;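 active = inhibition above that plate's mean sample inhibition plus 3 SD, cut at about 26% in these data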;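 also: 0% = ATP-challenged DMSO wells and 100% = DMSO wells without ATP; some compounds past the cut are filed as inactive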
#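 Assay system – parental CHO cells · Reagent – ATP stimulus · Detection – intracellular calcium via Fluo-8 no-wash fluorescent dye · Evaluation – percent inhibition of ATP-evoked calcium rise, normalized to controls · Controls – ATP wells versus no-ATP DMSO wells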
# M1 ag parental – counter-screen for M1 agonists: effect in parental CHO-K1 cells. Fluo-8 calcium fluorescence; scaled to maximal ATP response, vehicle zero. activation, % at 3 µM. 0.48% of 360,000 active. AID 602248, 2012; in the data active = activation above about 15%;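 also: untransfected CHO-K1 host cells lacking M1 receptor as counterscreen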
# M1 PAM – human M1 muscarinic receptor positive allosteric modulators, primary screen, CHO-K1 cells, Fluo-8 calcium fluorescence, 1536-well. CHO-K1 hM1, ACh EC20; 0% = ACh EC20, 100% = maximal ACh. activation, % at 3 µM. 0.088% of 360,000 active. AID 588819, 2011; in the data active = activation above about 19%, passing the limit was not always enough
# The depositor's hits bear a star; / = not tested or not shown.
# Results follow in this order: OXTR potentiate, M1 antag, CHO parental Ca, M4 ag, M1 ag, CHRM4 antagonist, M1 ag parental, M1 PAM, CHO-K1 Ca antag
- CCO[C@@H]1OC(C(=O)O)=C[C@H](c2ccc(C(F)(F)F)cc2)[C@H]1CCCO
  -10, -3, 9, 0, -4, -4, -0.1, 1, -12
- COc1ccccc1C1CCN(c2ccc([N+](=O)[O-])cn2)CC1
  -8, -8, -3, 1, -4, -4, 1.2, 4, -3
- Cc1cccc(CN2C(=O)N/C(=C/c3ccc(C)s3)C2=O)c1
  -12, -2, 7, 2, -1, 11, 1.5, 3, -4
- Cc1ccc(/C=C2\SC(=S)N(CCCC(=O)Nc3nccs3)C2=O)cc1
  -4, -4, -6, 1, -3, 0, 2.0, 8, -10
- Cc1cc(C)c(S(=O)(=O)c2ccccc2)c(N(C)C)n1
  1, -11, -7, 2, 0, -6, 0.3, 8, 1
- C#CC(CC)(CC)NC(=O)c1nn(-c2ccccc2Cl)c(C)cc1=O
  1, -6, 9, 1, -5, 5, 0.1, 6, -8
- CCN(CC)S(=O)(=O)c1ccc(C(=O)Nc2nnc(-c3ccco3)o2)cc1
  -1, -4, 2, 1, -4, 1, -0.3, 7, 22
- Cc1ccc(S(=O)(=O)Cn2nnnc2C(c2ccc(F)cc2)N2CCC(C(N)=O)CC2)cc1 (stereo not given)
  5, -5, -9, 0, -4, 10, 0.1, 8, -6
- Cc1cccc(-c2cc(=O)c(C(=O)O)cn2-c2ccc(F)cc2F)c1
  -13, -11, -1, 2, 0, -4, -0.3, 7, -6
- COc1ccc(/C(C)=N/NC(=O)Cn2nc([N+](=O)[O-])cc2C)cc1
  -4, -7, -8, 1, -5, 1, 0.4, 3, -2
- COc1ccc(-c2cccc(C(=O)Nc3cccc(C(=O)O)c3)c2)cc1
  -9, -12, 0, 0, -8, -1, 0.3, 10, -7
- CC(C)CCN1CC(C(=O)NCCC2=CCCCC2)CC1=O (stereo not given)
  -2, 2, -12, 0, -6, 5, 0.2, 4, -9
- CCCCNC(=O)NS(=O)(=O)c1cnccc1Sc1ccc(Cl)cc1
  -7, -18, 0, 0, -6, 0, -0.1, 1, 8
- C[C@H](O)[C@@H]1C(=O)N2CCc3ccc(-c4ccccc4)cc3[C@@H]2C[C@@H]1N(C)C(=O)NC1CCCCC1
  /, 42*, /, 0, -9, -2, -0.2, -10, -13
- CC(=O)Oc1ccc(-c2cccc(C(=O)N3CCCCC3)c2)cc1
  -2, -2, 5, 2, -1, 0, 2.4, 1, -8
- CN(C)NC(=O)c1ccc([N+](=O)[O-])s1
  -1, -2, -9, 0, 2, -5, -0.1, 18, 15
- CCCn1cc(S(=O)(=O)c2ccccc2)c(=O)c2cc(CC)ccc21
  -10, 3, 2, 1, -2, 5, 0.4, 4, 6
- O=C(NCc1cccc(F)c1)c1cccc(OC2CCN(C(=O)C3CC3)CC2)c1
  /, 4, /, 12, 2, 3, 11, 0, 6
- O=C(Cn1ccc2cc(S(=O)(=O)N3CCCC3)ccc21)NCc1ccccc1
  -15, -15, -3, 0, -3, -3, 3.0, 8, -18
- CC(=O)Nc1ccc(OCc2nnc(-c3ccc(Cl)cc3)o2)cc1
  -8, 5, -15, 5, -2, 5, 3.2, -1, -11
- CCCCn1cc([N+](=O)[O-])nc1C
  -3, -7, -4, 0, 0, 9, -0.2, 13, 8
- Cc1cc(NC(=O)c2c(Cl)cccc2Cl)no1
  -11, -7, -5, 1, -2, 10, 0.3, 4, -6
- CCNC(=O)N(C)C[C@H]1N[C@@](C)(C(=O)OC)[C@H]2C(=O)N(C)C(=O)[C@@H]12
  -8, 0, -5, 0, 0, -12, 0.5, 5, -16
- COC(=O)c1c(NC(C)=O)sc(C(=O)Nc2ccccc2C)c1C
  7, -10, -10, 1, -4, -12, -0.2, 6, -5
- O=S(=O)(CCN1CCOCC1)c1ccccc1
  /, -11, /, -1, -2, -4, 0.4, 12, 5
- COC(=O)CC1=C(C(=O)OC)C(c2cccc(OCC(N)=O)c2)C(C#N)=C(N)O1 (stereo not given)
  -8, 7, -22, 0, -4, 1, 0.3, 5, 0
- O=C(CNC(=O)c1ccccc1C(F)(F)F)N/N=C/c1cccs1
  -3, -9, 7, 1, -1, 17, 1.0, 12, 4
- C/C(=C\c1ccccc1)C(=O)NCCCn1ccnc1
  -5, -8, 0, 1, -9, -4, 0.2, 6, -1
- CCOc1ccc(NS(=O)(=O)c2ccc(C(=O)NC3CCC(O)CC3)cc2)cc1 (stereo not given)
  1, -9, -13, 4, 2, -21, 1.4, 0, -3
- CCCOc1c(Cl)cc(C(=O)Nc2ccc3c(c2)OCO3)cc1OCC
  -13, -23, -29, -1, -5, -18, 0.6, -2, -16

# Laid out differently: 2 of the compounds above.
mol,OXTR potentiate,M1 antag,CHO parental Ca,M4 ag,M1 ag,CHRM4 antagonist,M1 ag parental,M1 PAM,CHO-K1 Ca antag
CCNC(=O)N(C)C[C@H]1N[C@@](C)(C(=O)OC)[C@H]2C(=O)N(C)C(=O)[C@@H]12,-8,0,-5,0,0,-12,0.5,5,-16
COC(=O)c1c(NC(C)=O)sc(C(=O)Nc2ccccc2C)c1C,7,-10,-10,1,-4,-12,-0.2,6,-5

# Further structures:
# Results follow in this order: OXTR potentiate, M1 antag, CHO parental Ca, M4 ag, M1 ag, CHRM4 antagonist, M1 ag parental, M1 PAM, CHO-K1 Ca antag
- Cc1nc(CC(=O)NNS(=O)(=O)c2ccc(F)c(Cl)c2)cs1
  -2, 3, 6, 1, -5, 6, 0.1, 5, 0
- CCN(CC)S(=O)(=O)c1ccc(C)c(NC(=O)Cc2ccc(S(=O)(=O)N3CCOCC3)s2)c1
  -8, -9, -24, 8, -2, -10, 4.1, 0, -13
- CCOC(=O)C1(Cc2ccc(Cl)cc2)CCN(C(=O)CCc2cnccn2)CC1
  0, -3, -15, 4, -4, -4, 1.9, 11, 4
- O=C(CSCc1ccc(Cl)cc1)N/N=C/c1ccco1
  -4, 2, -8, 1, -4, -6, 0.3, 2, 3
- O=C1CCCN1c1ccc(S(=O)(=O)Oc2ccc(Cl)cc2)cc1[N+](=O)[O-]
  -34, 2, 23, 12, 1, 0, 4.5, -1, 8
- CCOc1nc(-c2ccccc2)ccc1-c1noc(COC)n1
  -9, -16, -15, -1, 0, -3, 0.0, 14, 3
- NS(=O)(=O)c1ccc(NC(=O)Nc2cccc(Cl)c2)cc1
  -6, -2, 2, 1, -6, 7, 4.4, 11, 8
- Cc1ccc(NC(=O)C2CCC(=O)N2)cc1C (stereo not given)
  -1, 5, 4, 0, -2, 7, 0.6, -2, 8
- COC(=O)c1sc(NC(=O)c2ccc(C)o2)nc1C
  -1, 6, -5, 0, -1, 9, 0.3, 7, 4
- S=c1sc2ccccc2n1CCc1ccncc1
  -10, 7, 12, -1, -9, 8, -0.4, -6, -12
- CCn1c2ccccc2c2cc(C3C(C#N)=C(C)NC(C)=C3C#N)ccc21
  -6, -1, -5, 2, -5, -2, 0.6, -4, -16
- CC1(C)CC(=O)C2=C(C1)Nc1cc3c(cc1C2c1ccc2c(c1)OCO2)OCO3 (stereo not given)
  -4, -6, -11, 0, -10, 2, 0.2, 4, 15
- CCOC(=O)Nc1cc2c(c(N)n1)N=C(c1ccccc1)CN2
  /, -8, /, 11, 3, -16, 4.2, 3, -15
- COc1ccc(/C=N/NC(=O)CN(C)C(=O)OCc2ccccc2)cc1OC
  1, -15, -11, 2, 4, 0, 0.1, 12, -5
- Nc1c(Cl)cc(S(N)(=O)=O)cc1S(N)(=O)=O
  /, -26, /, 0, -2, -7, 0.6, 14, -13
- ONC(=Nc1ccccc1)c1ccc(Cl)cc1
  -4, -10, -11, -2, -7, 3, 0.7, 11, -5
- CCOc1ccc(CN(C)CC(=O)c2c(N)n(Cc3ccccc3)c(=O)n(CC)c2=O)cc1OC
  -6, -14, -7, 1, -5, 0, 0.1, 6, -16
- O=C(C1CCC1)N1CCc2cc(S(=O)(=O)NCCCN3CCCCC3)ccc21
  -8, 2, -14, 1, -5, 6, 1.4, -2, -10
- Cc1nc2sc(C(N)=O)c(N)c2c2c1CCCC2
  -3, -9, -13, 1, -4, -7, 1.3, 7, -12
- CCOC(=O)N1CCN(Cc2nc3cc(NC(=O)CC)ccc3n2C)CC1
  -3, -6, 0, 0, -9, 3, 1.5, 8, -12
- CC(C)(C)C(=O)NCCc1nc(-c2ccccc2)no1
  -4, -9, -3, 1, 1, 4, 0.5, 3, -6
- COc1ccc(/C=N/NS(C)(=O)=O)c(OC)c1
  -2, -18, -8, 1, -1, -8, -0.1, 23, 10
- CC(C)OCC(O)Cn1c(N2CCCC2)nc2c1c(=O)n(C)c(=O)n2C (stereo not given)
  -10, 6, -5, 1, 1, -3, 0.2, -3, 8
- C[C@H](NS(=O)(=O)c1ccc2c(c1)OCCCO2)C(=O)N1CCN(Cc2ccc(C#N)cc2)CC1
  1, 6, -19, 3, 7, -2, 0.1, 8, -13
- Cc1csc2ncnc(NCCc3ccccn3)c12
  -13, 16, 7, 12, -2, 8, 9.6, -7, 21
- O=C(NCCc1c[nH]c2ccc(Cl)cc12)c1ccc([N+](=O)[O-])cc1
  -7, 5, 9, 0, -4, 4, 0.5, -2, -11
- CCc1nc2scc(-c3cccs3)c2c(=O)o1
  -12, -7, -11, 0, -4, 2, 0.1, 10, -6

# Record cards, from the list above. Order of values: OXTR potentiate, M1 antag, CHO parental Ca, M4 ag, M1 ag, CHRM4 antagonist, M1 ag parental, M1 PAM, CHO-K1 Ca antag
# Results for Cc1csc2ncnc(NCCc3ccccn3)c12 → -13, 16, 7, 12, -2, 8, 9.6, -7, 21
# Results for O=C(NCCc1c[nH]c2ccc(Cl)cc12)c1ccc([N+](=O)[O-])cc1 → -7, 5, 9, 0, -4, 4, 0.5, -2, -11
# Results for CC(C)(C)C(=O)NCCc1nc(-c2ccccc2)no1 → -4, -9, -3, 1, 1, 4, 0.5, 3, -6
# Results for COc1ccc(/C=N/NS(C)(=O)=O)c(OC)c1 → -2, -18, -8, 1, -1, -8, -0.1, 23, 10
# Results for CCc1nc2scc(-c3cccs3)c2c(=O)o1 → -12, -7, -11, 0, -4, 2, 0.1, 10, -6
